# PfHsp40 rescue: rescue of PfHsp40-mediated yeast toxicity. S. cerevisiae expressing PfHsp40, growth rescue, ATP luminescence. growth rescue, % at 12.5 µM. 340,000 tested, 0.68% active; in the data active = growth rescue above about 28%, passing the limit was not always enough; inconclusive = no clear call, values can overlap the other calls;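 note: yeast W303a lacking pdr1 and pdr3 grown in galactose medium; growth measured after three days at 30 °C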
# TcdB GH inh: inhibitors of Clostridioides difficile toxin B glycohydrolase | TcdB glycohydrolase enzymatic assay, plate reader | inhibition, % at 9.99 µM | 350,000 tested, 0.24% active; in the data active = inhibition above about 10%
# SARS 3CLpro inh: SARS-CoV 3CLpro protease inhibition. recombinant SARS-CoV 3CLpro, quenched FRET peptide cleavage. P0C6X7. 290,000 tested, 0.14% active. inhibition, % at 6 µM. AID 1706; in the data active = inhibition above about 12%
# PriA SSB inh: inhibitors of Klebsiella pneumoniae PriA binding to SSB C-terminal tail; inhibition, % at 33 µM; AID 1272365; AlphaScreen SSBct-PriA binding, biotinylated peptide; 430,000 tested, 0.6% active; in the data active = inhibition mostly above about 37%, no sharp cut-off; inactive = mostly below about 20%;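 note: plate controls were negative control peptide for no effect and reference peptide for full effect; strong numbers were not always called active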
# BH1578 lux ind: quorum light induction in luxS cqsA deficient V. cholerae; V. cholerae BH1578 lux reporter, luminescence, 6 h; activation, % at 18.7 µM; 350,000 tested, 0.16% active; AID 588436; in the data active = activation mostly above about 9.7%, no sharp cut-off; inconclusive = no clear call, values can overlap the other calls; inactive = mostly below about 3.7%; note: not every result past the cut was called active; inactives centre near 0; reference of the scale not given here
# DUSP3 inh: blocks human VHR1 dual specificity phosphatase | recombinant VHR phosphatase, pNPP absorbance | inhibition, % at 13.3 µM | 290,000 tested, 0.52% active; in the data active = inhibition above about 50%; note: some compounds called inactive have numbers as strong as hits
# Target sequence (P51452 whole entry, looked up): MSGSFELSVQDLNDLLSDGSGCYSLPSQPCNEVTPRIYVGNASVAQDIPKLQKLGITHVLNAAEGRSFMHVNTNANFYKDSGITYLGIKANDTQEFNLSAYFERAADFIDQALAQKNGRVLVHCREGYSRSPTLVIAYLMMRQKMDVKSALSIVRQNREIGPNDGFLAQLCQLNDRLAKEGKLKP
# Anthrax LF inh2: inhibitors of Bacillus anthracis lethal factor protease; P15917; multiplex microsphere protease cleavage assay, LF; inhibition, % at 10 µM; 360,000 tested, 0.12% active; AID 588501; in the data active = inhibition above about 30%; inconclusive = no clear call, values can overlap the other calls; note: plate controls were buffer without enzyme for full effect and enzyme alone for no effect
# Y pestis TopoI: Y. pestis Topo-I inhibition via cleavage products | Y. pestis Topo-I cleavage product accumulation, plate reader | 360,000 tested, 0.064% active | activity, % at 10 µM; in the data active = activity above about 50%, passing the limit was not always enough; inconclusive = no clear call, values can overlap the other calls; note: inactives centre near 2
# Rv3671c inh: Rv3671c (M. tuberculosis) protease inhibition | P9WHR9 | inhibition, % at 5.96 µM | 320,000 tested, 0.048% active; in the data active = inhibition above about 38%;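 note: extracellular domain of Rv3671c used as enzyme; 0% = enzyme with DMSO and 100% = no enzyme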
# Target sequence (P9WHR9 whole entry, looked up, the tested form may be a part): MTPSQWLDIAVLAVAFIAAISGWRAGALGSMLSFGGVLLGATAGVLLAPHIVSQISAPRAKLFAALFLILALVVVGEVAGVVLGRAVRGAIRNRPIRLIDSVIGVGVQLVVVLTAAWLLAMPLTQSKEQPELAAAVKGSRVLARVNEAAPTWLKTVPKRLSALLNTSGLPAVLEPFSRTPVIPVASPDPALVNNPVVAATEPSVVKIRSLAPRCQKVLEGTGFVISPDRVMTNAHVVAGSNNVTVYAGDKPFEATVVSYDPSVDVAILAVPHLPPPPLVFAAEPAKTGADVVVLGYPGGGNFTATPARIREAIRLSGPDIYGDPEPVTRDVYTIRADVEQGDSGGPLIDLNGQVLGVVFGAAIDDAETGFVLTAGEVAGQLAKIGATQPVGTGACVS
# MazF activator: MazEF (E. coli) toxin RNase activation; P0AE70; FAM/BHQ RNA-DNA oligo cleavage fluorescence, 5 h; activation, % at 20 µM; 350,000 tested, 0.32% active; AID 504720; in the data active = activation above about 50%
# Target sequence (P0AE70 whole entry, looked up): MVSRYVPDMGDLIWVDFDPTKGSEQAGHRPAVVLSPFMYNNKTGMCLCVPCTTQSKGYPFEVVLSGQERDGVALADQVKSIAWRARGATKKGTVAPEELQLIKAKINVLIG
# Starred values were filed as active, the others as inactive; i = inactive; ? = inconclusive; . = no result given; & = joins results of further samples. This is a subset (hit frequency here may not be typical).
SMILES,PfHsp40 rescue,TcdB GH inh,SARS 3CLpro inh,PriA SSB inh,BH1578 lux ind,DUSP3 inh,Anthrax LF inh2,Y pestis TopoI,Rv3671c inh,MazF activator
CCOC(=O)c1ccc(NC(=O)Cn2nnc(-c3ccccc3C)n2)cc1,-0.8,.,-3,-23,10,-13,-4,-13,-68,6
COc1ccc(CCNC(=O)C(=O)c2c(C)[nH]c3ccccc23)cc1,-0.3,2.2,1,2,i,1,-1,4,9,5
CC(C)NC(=O)c1nn(C)c2ccccc12,-0.8,.,3,-7,i,5,-1,-2,1,1
CC(C)Oc1ccc(S(=O)(=O)N2CCOCC2)cc1NC(=O)CSc1nnc(C2CC2)n1C,.,-3.0,.,.,-0.4,.,-6,3,.,-6
COc1ccc(C(=O)NNC(=O)Cc2ccc([N+](=O)[O-])cc2)cc1,8.0,.,-3,-7,i,15,3,5,3,6
Fc1ccc(N2Cc3ccsc3C=N2)cc1,-1.2,0.4,1,-2,-0.6,31,-6,2,3,8
COc1ccc(CNC(=O)COC(=O)c2n[nH]c3ccccc23)cc1,-0.1,.,3,-3,i,28,-1,0,0,3
O=C(C1=C[C@H](c2ccc(C(F)(F)F)cc2)C[C@H](OCCCCO)O1)N1CCOCC1,-1.7,1.2,-4,-9,-0.4,35,-9,-4,-2,-8
Nc1c(C(=O)c2ccccc2)sc(Nc2ccccc2)c1S(=O)(=O)c1ccccc1,-0.3,.,5,16,.,4,-10,24,-23,-7
O=C(CCCc1ccccc1)Nc1cccc([N+](=O)[O-])c1,2.6,-8.3,7,-13,-0.3,11,-9,9,1,5
COc1cc(C)ccc1S(=O)(=O)NC1CC(C)(C)NC(C)(C)C1,-1.1,1.4,4,-1,i,13,-11,7,2,0
C/C(=N\NC(=O)c1ccc2c(c1)OCO2)c1cccnc1,-0.9,0.3,-5,.,i,1,2,9,-6,6
Nc1cccc2c(=O)[nH][nH]c(=O)c12,-0.5,1.3,.,3,.,.,-2,1,.,-5
CCOc1ccc2nc(-c3ccc(OC)c(OC)c3)cc(C(=O)O)c2c1,-0.6,0.2,-4,-24,.,8,-2,4,2,-2
CCCn1c(N)c(N(CCOC)C(=O)c2cc3ccccc3cc2OC)c(=O)[nH]c1=O,-0.8,0.1,.,-6,i,.,1,10,-4,-2
CCOC(=O)c1c(C)n(CC(O)CN(C)C)c2cc(Br)c(OC)cc12 (stereo not drawn),0.6,2.3,7,6,-0.5,22,2,-18,15,12
CC(C)(C)c1nnc(NC(=O)NS(=O)(=O)c2ccccc2)s1,-0.6,.,5,-2,-0.3,5,0,-3,-6,-8
CCN(CC)C(=O)CSc1nnc(-c2ccco2)n1N,0.1,.,2,-8,i,15,-10,1,-13,7
CC(Sc1n[nH]c(=O)n1Cc1ccccc1)C(=O)NCC1CCCO1 (stereo not drawn),-1.1,1.5,.,-5,i,.,.,8,.,-2
O=C(/C(=N\Nc1ccc([N+](=O)[O-])cc1)Sc1nnnn1-c1ccccc1)c1ccccc1,0.4,.,1,.,-0.7,2,-2,-1,9,-6
CCc1[nH]nc(C(=O)N2CCCC(CNS(=O)(=O)c3cccs3)C2)c1C (stereo not drawn),0.6,1.2,-3,-1,i,30,0,1,1,5
Cc1ccccc1Nc1ccc([N+](=O)[O-])cn1,2.1,-0.3,-6,-11,0.7,4,27,-5,.,-21
CC(C)CSc1nnc2[nH]c(=O)cc(N)n12,-1.0,.,-4,-12,0.7,5,-6,3,-1,-5
O=C(O)/C=C/c1cn(Cc2ccccc2)nc1-c1ccccc1,0.1,.,1,-6,-0.8,15,1,-1,-7,6
Cc1ccc2[nH]c3c(c2c1)CN(C(=O)CN1CCN(C(=O)c2ccco2)CC1)CC3,.,1.2,9,.,.,17,.,.,-20,.
O=C(Nc1ccc(Br)cn1)c1ccc2ccccc2c1,0.5,0.4,2,-23,i,26,-2,0,-1,-2
O=C(CSc1nnc(COc2ccccc2)n1-c1ccccc1)c1cccs1,1.7,.,-4,4,.,18,5,6,-9,8
O=C(N1CCOCC1)N1CCOCC1,-0.1,.,-3,-8,i,8,-2,2,1,-1
CN(C)/C=C/C(=O)c1ccc(Cl)c([N+](=O)[O-])c1,-1.2,-1.1,3,-7,-0.4,9,-2,-9,-15,9
O=C(O)/C(=C\c1ccc(-c2ccccc2[N+](=O)[O-])o1)c1ccccc1,0.0,0.2,-25,5,1.5,-20,-12,21,3,5
c1ccc2c(c1)OCC(c1nnc3n1-c1ccccc1SC3)O2 (stereo not drawn),2.6,.,-2,5,i,26,0,11,4,-3
COC(=O)C1=C(C)N(CC(C)C)C(=O)C1,0.4,.,-2,-14,i,31,0,2,-3,0
COCCn1c(SCC(=O)N2CCCC2)nc2c([nH]c3ccccc32)c1=O,-0.9,-0.3,-4,-4,-0.2,24,0,7,-5,1
CCN(CC)C(=O)c1[nH]cnc1C(=O)NCCCCCNC(=O)OC(C)(C)C,-1.8,-0.1,.,3,-0.8,.,-2,-16,11,10
Cc1cc(C(=O)COc2ccccc2[N+](=O)[O-])c(C)n1C1CC1,-1.7,1.3,1,-6,-0.2,15,-1,-5,0,2
CN(C)S(=O)(=O)c1ccc(N2CCCC2)c(C(=O)Nc2ccccc2Br)c1,0.5,0.6,.,-12,-0.3,.,0,1,3,-2
CCOC(=O)/C(=N\Nc1ccccc1[N+](=O)[O-])c1csc(N)n1,0.8,1.3,-2,.,-0.2,22,0,-6,-1,10
Cn1c(=O)c2c(nc(NCCc3ccccc3)n2Cc2ccccc2)n(C)c1=O,1.2,.,-1,4,-4.8,-4,0,3,18,9
CCOC(=O)C[C@H]1c2cc(C(F)(F)F)ccc2S(=O)(=O)N1Cc1ccccc1,-0.6,2.0,.,-13,i,.,-5,22,-7,0
C=CCc1ccc(OCc2ccc(C(=O)OC)o2)c(OC)c1,-1.3,.,2,-19,-12,10,2,17,-1,-6
COc1ccc(C(=O)Cn2c(NCCCO)nc3ccccc32)cc1,.,-5.3,.,.,i,.,2,2,.,3
CCOC(=O)c1[nH]c2ccc(C)cc2c1N=CN(CC)CC,-0.1,.,2,-16,7.7,-14,0,8,4,2
Cc1ccc(NC(=O)c2sc3nc(N4CCOCC4)c4c(c3c2N)CCCC4)cc1,.,-0.2,.,.,-0.8,.,2,-5,.,-7
COc1ccc([N+](=O)[O-])cc1NC(=O)COC(=O)Cc1cc(OC)c(OC)c(OC)c1,0.3,.,0,3,-0.2,8,0,-9,-8,6
C#CCN(C[C@@H]1[C@@H](OC(=O)NCCCCCC)[C@@H](OC(=O)NCCCCCC)Cn2c(=O)ccc(=O)n21)S(=O)(=O)c1ccc(C)cc1,.,-0.4,.,.,i,.,0,?,.,5
CCN(CC(=O)Nc1ccccc1C(F)(F)F)C(=O)c1ccccc1OCc1ccc(F)cc1,0.7,1.5,.,2,i,.,.,34,.,-3
CC(=O)c1sc(N/N=C\c2c(O)ccc3ccccc23)nc1C,0.0,-5.6,.,.,-0.6,.,4,-2,-1,-13
CCCCCOC(=O)c1ccc(N2C(=O)C3C4C=CC(C4)C3C2=O)cc1 (stereo not drawn),3.4,.,-1,-11,i,23,-6,22,-5,-6

# Given with values under each structure: entries from further up
# Fields: PfHsp40 rescue | TcdB GH inh | SARS 3CLpro inh | PriA SSB inh | BH1578 lux ind | DUSP3 inh | Anthrax LF inh2 | Y pestis TopoI | Rv3671c inh | MazF activator
Cc1ccc(NC(=O)c2sc3nc(N4CCOCC4)c4c(c3c2N)CCCC4)cc1
    . | -0.2 | . | . | -0.8 | . | 2 | -5 | . | -7
CCOC(=O)C[C@H]1c2cc(C(F)(F)F)ccc2S(=O)(=O)N1Cc1ccccc1
    -0.6 | 2.0 | . | -13 | i | . | -5 | 22 | -7 | 0

# Single entries from the results shown.
# Result for Cc1ccc(NC(=O)c2sc3nc(N4CCOCC4)c4c(c3c2N)CCCC4)cc1 under BH1578 lux ind: -0.8
# Result for COc1ccc([N+](=O)[O-])cc1NC(=O)COC(=O)Cc1cc(OC)c(OC)c(OC)c1 under Rv3671c inh: -8

# The list continues.
SMILES,PfHsp40 rescue,TcdB GH inh,SARS 3CLpro inh,PriA SSB inh,BH1578 lux ind,DUSP3 inh,Anthrax LF inh2,Y pestis TopoI,Rv3671c inh,MazF activator
COc1cnc(-c2cccc(C(F)(F)F)c2)nc1OC,0.4,0.0,2,-13,-1.4,21,-3,-17,5,-14
CNc1cnc(-c2ccc(C(=O)N3CCOCC3)cc2)cn1,.,-0.3,.,.,i,.,0,3,.,.
CCCC(=O)Nc1cc(C)c(NC(=O)c2ccccn2)cn1,-0.4,.,0,0,14,-8,0,-2,-3,-12
C=CCNC(=S)NNC(=O)c1cccn(Cc2cccc(Cl)c2)c1=O,-0.1,.,2,2,3.5,28,-1,-9,9,6
Cc1cc(NS(=O)(=O)c2ccccc2)c(C)c(Cl)c1O,0.2,.,.,-5,-0.2,14,-10,7,8,23
CC(NC(=O)Cc1cccs1)C(c1cccs1)N1CCN(c2ccccc2F)CC1 (stereo not drawn),0.6,.,4,-2,-4.2,26,-2,5,-4,-13
Cc1ccc(SCc2c(C(=O)N/N=C/c3cccs3)nnn2-c2nonc2N)cc1,.,2.1,.,.,-0.3,.,-5,5,.,4
CCNC(=O)COC(=O)/C=C/c1cccs1,1.0,0.0,-3,0,i,17,-10,3,0,4
COc1ccc(OCC(=O)Nc2nc3c(s2)CCCC3)cc1,8.0,1.6,0,9,-0.4,62,4,2,-11,3
c1csc(-c2nnc(N3CCOCC3)c3ccccc23)c1,-0.3,1.8,1,-2,-0.5,22,-2,12,0,20
COc1ccc(C(=O)NNC(=O)c2ccccc2[N+](=O)[O-])cc1,2.0,.,5,1,-0.3,-5,1,4,2,-3
COC(=O)C1=C(C)N(CCCC(=O)O)C(=O)NC1c1cccc2ccccc12 (stereo not drawn),-0.4,-0.6,.,-21,-1.2,.,-5,-1,-8,6
O=C(c1cccc(C(F)(F)F)c1)C1CCCN(C(=O)CCn2cnnn2)C1 (stereo not drawn),1.4,2.0,4,-6,-0.4,0,-5,2,6,8
Cc1oc2ccc(OC(=O)N(C)C)cc2c1C(=O)OC(C)C,160*,.,2,-27,.,3,-5,21,0,2
CC(C)CN1CCNC(=O)C1CC(=O)NCCc1cnn(-c2ccccc2)c1 (stereo not drawn),-0.8,-0.7,-4,-2,-0.8,26,1,-9,-5,-5
Cc1cc(Nc2nc3ccccc3nc2Cl)n(-c2ccccc2)n1,-0.1,.,4,-17,i,-14,-3,26,0,3
CCc1nc2ccc(C(=O)NCCOc3ccc(OC)cc3)cn2c1N(CC)Cc1cccc(Br)c1,.,0.1,.,.,-4.5,.,3,8,.,.
Cc1ccc(-n2c(C)cc(C(=O)NS(=O)(=O)c3ccc(C)cc3)c2C)cc1,5.8,.,7,6,i,9,1,5,-8,-2
c1ccc(COc2ncnc3c2ncn3CCCNCc2ccccn2)cc1,-1.4,0.8,.,-3,-0.6,.,-6,8,.,2
COc1ccc(-c2[nH]n(-c3ccc([N+](=O)[O-])cc3)c(=O)c2C=NCc2ccc(F)cc2)cc1,0.0,0.0,5,4,-0.4,-2,2,0,6,81*
CCOC(=O)CNC(=O)N1c2ccccc2Sc2ccccc21,3.3,1.9,-2,-3&-11,i,31,-6,9,-4,-1
CCOP(=S)(OCC)c1ccc(N(C)C)cc1,2.0,.,6,-42,-2.2,17,-3,-12,-1,-3
Cc1cc(C)nc(N2CCCC(C(=O)NCCc3cccc(F)c3)C2)n1 (stereo not drawn),0.9,0.7,-3,3,2.5,7,-4,3,4,2
CCCn1c(=N)c(C(=O)NCc2ccc3c(c2)OCO3)cc2c(=O)n3cccc(C)c3nc21,0.3,2.3,-7,6,-0.4,14,-2,8,-5,11
CC(=O)c1ccc(-n2c(CCC(=O)O)ccc2-c2cccs2)cc1,-0.9,0.7,-3,4,-1.5,4,0,-2,9,5
COc1ccc(-c2cc(C3CCN(Cc4cccc(C(F)(F)F)c4)CC3)[nH]n2)cc1,-0.6,1.5,7,9,i,24,-1,2,-8,-10
O=C(NCC1CCCO1)C(=O)N/N=C/c1c(F)cccc1Cl (stereo not drawn),9.6,-0.6,-4,.,-6.9,-15,4,-1,-5,7

# Screens deposited in PubChem BioAssay by several laboratories.
